FBW7 act: human FBW7 E3 ligase activation, primary screen; Q969H0; AlphaScreen FBW7–phospho-cyclin E peptide binding, activator screen; normalized activity (activation), % at 26.1 µM; 650,000 compounds, 0.13% hits; AID 1259310; in the data active means normalized activity above about 1.9%;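 further: purified mutant Fbw7 with reduced substrate affinity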
Target sequence (Q969H0 whole entry, looked up): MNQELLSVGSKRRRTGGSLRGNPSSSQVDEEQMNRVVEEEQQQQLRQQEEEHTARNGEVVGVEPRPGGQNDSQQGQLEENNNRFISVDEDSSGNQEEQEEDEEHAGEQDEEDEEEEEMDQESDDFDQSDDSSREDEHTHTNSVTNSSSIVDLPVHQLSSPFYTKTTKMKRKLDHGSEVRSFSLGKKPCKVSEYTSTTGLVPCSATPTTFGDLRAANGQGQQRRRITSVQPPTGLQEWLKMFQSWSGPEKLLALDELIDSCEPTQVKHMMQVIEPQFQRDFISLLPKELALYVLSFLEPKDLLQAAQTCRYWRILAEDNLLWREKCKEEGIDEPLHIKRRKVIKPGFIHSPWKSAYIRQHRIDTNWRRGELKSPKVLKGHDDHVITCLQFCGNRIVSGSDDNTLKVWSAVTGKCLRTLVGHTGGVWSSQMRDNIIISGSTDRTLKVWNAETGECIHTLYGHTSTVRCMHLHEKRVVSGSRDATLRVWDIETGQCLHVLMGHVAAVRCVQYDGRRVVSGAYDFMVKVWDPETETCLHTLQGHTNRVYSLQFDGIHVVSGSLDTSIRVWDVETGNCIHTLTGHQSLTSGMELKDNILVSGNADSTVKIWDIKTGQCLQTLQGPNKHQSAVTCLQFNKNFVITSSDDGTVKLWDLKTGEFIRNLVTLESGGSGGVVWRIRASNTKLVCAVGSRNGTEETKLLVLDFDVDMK
MITF primary: human MITF inhibition, primary screen. O75030. AlphaScreen MITF homodimerization, bead proximity signal. inhibition, % at 2.6 µM. 650,000 compounds, 0.91% hits. AID 1259374; in the data active means inhibition above about 50%;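 further: 0% = vehicle wells with protein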
TEAD-YAP inh: TEAD-YAP interaction inhibition | inhibition, % at 9.12 µM | 640,000 compounds, 1.4% hits | HEK-TIYL cells, TEAD-Gal4/YAP UAS-luciferase luminescence; in the data active means inhibition above about 32%;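 further: 0% = median of test compound wells and 100% = reference inhibitor wells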
GPR151 ag: activates the human receptor GPR151; 650,000 compounds, 1% hits; PathHunter beta-arrestin GPR151 cells, luminescence; activation, % at 11.2 µM; AID 1508602; Q8TDV0; in the data active means activation above about 4.9%;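 further: 0% = median of compound wells and 100% = cells with positive control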
Starred values were filed as active, the others as inactive; nt = no result given; & = joins results of further samples.

molecule	FBW7 act	MITF primary	TEAD-YAP inh	GPR151 ag
O=C(/C=C\c1cccc(N2C(=O)C3C4C=CC(C4)C3C2=O)c1)N1CCOCC1 (configuration not stated)	0.2	6	-16	0.3
O=C(NN=C1CCCCC1)c1ccc(CN2c3cccc4cccc(c34)S2(=O)=O)cc1	0.1	-21	-18	1.1
CCSc1nc2sc3c(c2c(=O)n1CCc1ccccc1)CCC3	-0.1	-15	-5	-0.3
CCOc1ccc(NC(=O)c2cc(S(=O)(=O)N(C)Cc3ccccc3)ccc2F)cc1	-0.2	5	-9	-1.5
NC(=O)COC(=O)c1cc(Br)ccc1Cl	0.2	8	-4	-1.9
Cc1cc(=O)oc2cc(Oc3nncc4ccccc34)ccc12	-0.1	-3	-27	0.4
COCCNC(=O)c1cc(Nc2cc(C)cc(C)c2)nc2ccccc12	-0.1	4	-7	-0.4
O=S(=O)(c1ccc2ccccc2c1)N1CCN(Cc2c[nH]c3ccccc23)CC1	0.0	39	3	-0.7
N#Cc1ccccc1OCC(=O)OCC(=O)NC1CCCCC1	0.0	10	7	-0.4
O=C(Nc1ccc(Oc2ccc(C(=O)O)c(C(=O)O)c2)cc1)c1ccc2c(c1)C(=O)N(c1ccccc1)C2=O	0.1	-5	-1	0.8
CCCCN(C)S(=O)(=O)c1cc(-c2nnc3c4ccccc4c(C)nn23)ccc1OC	0.1	5	11	0.7
O=C(CCCN1CCOCC1)c1ccc2c(c1)OCCO2	0.2	0	-66	-0.6
O=C(Cc1cc(C(=O)O)c2ccccc2n1)Nc1ccccc1	0.5	19	8	-1.9
CC(C)(C)NS(=O)(=O)c1ccc(NC(=O)C(Cl)(Cl)Cl)cc1	0.1	4	-3	-0.3
COc1ccc(C2CC(=O)NC3=C2C(=O)CCC3)c(OC)c1 (configuration not stated)	0.0	17	6	1.2

Entries of single compounds as entered above. Order of values: FBW7 act, MITF primary, TEAD-YAP inh, GPR151 ag
CCOc1ccc(NC(=O)c2cc(S(=O)(=O)N(C)Cc3ccccc3)ccc2F)cc1 across the screens: -0.2, 5, -9, -1.5
COCCNC(=O)c1cc(Nc2cc(C)cc(C)c2)nc2ccccc12 across the screens: -0.1, 4, -7, -0.4
O=C(Nc1ccc(Oc2ccc(C(=O)O)c(C(=O)O)c2)cc1)c1ccc2c(c1)C(=O)N(c1ccccc1)C2=O across the screens: 0.1, -5, -1, 0.8
O=C(Cc1cc(C(=O)O)c2ccccc2n1)Nc1ccccc1 across the screens: 0.5, 19, 8, -1.9

Looked up by compound from above, 2 records:
molecule	FBW7 act	MITF primary	TEAD-YAP inh	GPR151 ag
COCCNC(=O)c1cc(Nc2cc(C)cc(C)c2)nc2ccccc12	-0.1	4	-7	-0.4
CCCCN(C)S(=O)(=O)c1cc(-c2nnc3c4ccccc4c(C)nn23)ccc1OC	0.1	5	11	0.7

New compounds follow
molecule	FBW7 act	MITF primary	TEAD-YAP inh	GPR151 ag
Cc1ccc(-n2nc3c(c2NC(=O)c2ccccc2[N+](=O)[O-])CS(=O)(=O)C3)cc1	-0.2	-6	-4	0.0
N#C/C(C(=O)c1ccccc1)=C1/CCCN1	0.0	6	1	0.0
Cc1ccc(C(=O)NNC(=O)C2CCN(c3nc(C)cc(C)n3)CC2)cc1	0.2	-9	25	0.5
COc1ccc(CCNC(=O)C(=O)Nc2ccc(C)cc2)cc1OC	0.1	-8	-3	-0.1
O=[N+]([O-])c1ccc2ncnc(Nc3ccc(F)cc3F)c2c1	-0.1	-7	35*	0.4
CN(C)CCCNS(=O)(=O)c1ccc(F)cc1	0.1	8	5	-0.6
CC(=O)Nc1cc(N2C(=O)C=CC2=O)ccc1Cl	-0.1	8	9	-1.2
O=C(NC1CCCC1)C(c1ccccn1)N(Cc1ccccc1F)C(=O)c1csnn1 (configuration not stated)	-0.1	18	-2	-1.0
O=C(Nc1ccc(N2CCOCC2)cc1)c1cncc(-c2ccc(C(=O)NC3CC3)cc2)c1	0.0	15	-4	3.2
CN1CCc2c(sc3[nH]c(=S)n(C4CCCCC4)c(=O)c23)C1	0.0	8	10	0.8
Cc1ccc(I)c(NS(=O)(=O)c2ccc(Cl)c(N)c2)c1	-0.2	-14	-12	1.0
CN(C)CCn1c(=O)c(CN2CCN(C/C=C/c3ccccc3)CC2)cc2ccc(F)cc21	-0.1	-13	7	-1.0
O=C(NCc1ccco1)C1CCN(C(=O)N2CCOc3ccccc32)CC1	0.0	-3	-3	-2.2
O=C(COc1ccccc1/C=C\c1nc(O)c([N+](=O)[O-])c(=O)[nH]1)Nc1ccccc1	0.0	-7	-41	1.1
CCOc1ccc(C2C(C#N)=C(N)N(c3ccc(S(N)(=O)=O)cc3)C3=C2C(=O)CC(C)(C)C3)cc1 (configuration not stated)	0.1	11	6	0.6
FC(F)Oc1ccc(/C=N/n2cnnc2)c(OC(F)F)c1	0.7	-9	10	-1.8
CCC(C)N(C(=O)c1csnn1)C(C(=O)NC1CCCC1)c1ccccc1 (configuration not stated)	-0.2	-10	-3	0.2
CCCSCCCNC(=O)CS(=O)(=O)Cc1nc(-c2ccccc2F)oc1C	0.0	11	14	-0.6
CN1CCC(N(C)Cc2ccc([N+](=O)[O-])o2)CC1	0.2	25	-5	0.1
c1ccc2c(c1)NC1(CCCCCC1)S2	0.7	12	1	-2.8
O=C(CCC1(Cc2ccc3ccccc3c2)CCC(=O)N1)NC(c1ccco1)C(F)(F)F (configuration not stated)	-0.1	4	12	2.3
CCOC(=O)C1=C(c2ccccc2)N=c2s/c(=C\c3ccccc3)c(=O)n2C1c1ccc2c(c1)OCO2 (configuration not stated)	-0.1	-8	3	-0.2
COc1cc(C(=O)Nc2sc3c(c2C#N)CCC3)cc(OC)c1OC	-0.1	4	41*	0.2
CC(C)CN(CC(C)C)S(=O)(=O)c1ccc2c(c1)CCN2C(=O)CCC(=O)O	0.2	-6	6	-0.5
O=C(c1cc(=O)[nH]c(=O)[nH]1)N(Cc1cccc(OCC2CCCCO2)c1)C1CC1 (configuration not stated)	-0.1	1	3	-0.5
COc1cc(OC)c(OC)cc1/C=C1\N=C(c2cccc(C)c2)OC1=O	0.1	5	5	1.9
CC(C)(C)c1ccc(S(=O)(=O)ON2C(=O)c3ccccc3C2=O)cc1	0.2	4	12	3.8
CC(=O)NC(C(=O)N1CCC(C2(CCCc3ccccc3)NC(=O)NC2=O)CC1)C(C)C (configuration not stated)	-0.1	8	-15	3.6
COc1ccc(-c2nn(-c3ccccc3)cc2/C=N/N=C(N)N)cc1	-0.2	4	3	0.8
O=C(NC(=S)Nc1ccccn1)c1ccccc1Br	0.0	4	22	-1.6

Additional compounds follow:
smiles	FBW7 act	MITF primary	TEAD-YAP inh	GPR151 ag
Cc1ccc(OCCSc2ncnc3ccccc23)cc1	0.0	-14	-1	1.0
CC1(C)CC(=NNC(=O)c2ccc(F)cc2)CC(C)(C)N1	0.0	4	-1	0.3
Cc1ccc(C2=N/C(=C\c3ccc(Br)cc3)C(=O)O2)cc1C	-0.1	-1	1	1.0
CCCS(=O)(=O)Nc1nccnc1N1CCN(C(=O)c2cccc(OC)c2)CC1	-0.4	-8	9	-0.1
Cc1c2cnn(CC(=O)N3CCN(C)CC3)c(=O)c2c(C)n1Cc1ccc(Cl)cc1	0.1	15	3	-1.7
CCCC(=O)Nc1nnc(COc2ccc(F)cc2)s1	-0.1	7	10	0.2
COC(=O)/C(=C/C=C/c1cccs1)C(C)=O	0.2	9	-12	-1.5
CC/C=C\C/C=C\C/C=C\CC(O)/C=C/C=C\C/C=C\CCC(=O)O (configuration not stated)	nt	14	nt	-2.0
Cc1cc2c(cc1Br)C(O)(C(F)(F)F)C(=O)N2 (configuration not stated)	0.3	11	13	0.1
O=C(O)COc1ccc2c(c1)oc(=O)c1ccccc12	-0.1	6	9	0.3
CCOC(=O)C1(S(=O)(=O)c2ccccc2)CCN(Cc2ccc(Cl)cc2)CC1	0.0	2	0	0.4
CC(C)N1CCN(Cc2cn[nH]c2C2CCCCC2)CC1CCO (configuration not stated)	0.1	3	0	2.0
Cc1ccc2c(c1)-c1c(cnn1CC(=O)N1CCN(c3ncccn3)CC1)CO2	0.0	4	8	0.7
Cc1noc(C)c1CCC(=O)Nc1ccc(CCC2CCN(C)CC2C)cc1 (configuration not stated)	0.0	0	-3	-0.9
COc1cccc(NC(=O)CC[C@H]2CN(Cc3ccccc3)CC[C@H]2N(C)C)c1	0.0	-4	5	-0.3
COc1ccc(C(=O)Cn2c(CN3CCCCC3)nc3ccccc3c2=O)cc1	0.1	-2	-10	6.1*
CCCNS(=O)(=O)c1ccc(F)c(C(=O)Nc2ccc(OCC)cc2)c1	-0.1	-3	6	0.5
CCN(CC(=O)N1CCOCC1)S(=O)(=O)c1ccc2ccccc2c1	0.0	-1	-2	0.5
Cc1ccc2cccc(SCc3nc(N)nc(Nc4ccccc4)n3)c2n1	0.0	1	-7	1.1
O=C(CN1C(=O)c2ccc([N+](=O)[O-])cc2C1=O)Nc1cccc(C(F)(F)F)c1	-0.2	0	8	0.6
CC(=O)N(C)c1nnc(-c2cccc(C)c2)s1	-0.2	7	-45	-3.3
COc1ccc(Cl)cc1/C=C/c1ccc2cccc(O)c2n1	-0.2	2	-24	-1.0
Cc1cc(C)nc(NS(=O)(=O)c2ccc(NC(=O)c3sc4nc5c(cc4c3N)CCCCC5)cc2)n1	0.2	14	-6	-0.5
Cc1cc(C)nc(SCc2nnc(SCC(=O)Nc3nccs3)o2)n1	-0.4	72*	4	-0.1
O=C(CC(NCCN1CCOCC1)C(=O)O)Nc1cccc([N+](=O)[O-])c1 (configuration not stated)	-0.1	-3	4	1.1
Cc1cc(C)cc(NC(=O)C2CC23CCN(C(=O)Cn2ccnc2)CC3)c1 (configuration not stated)	0.2	11	-3	1.9
CCOc1ccc(CN2CCOc3ccc(C4(O)CCN(C)CC4)cc3C2)cc1	0.0	3	-13	0.3
O=c1c2ccccc2nc2n1CCc1c-2[nH]c2ccccc12	-0.1&0.0	-4&2	-61&-66	-1.0&-1.7
COCCNC(=O)C(=O)NCC1OCCCN1S(=O)(=O)c1ccc(Cl)cc1 (configuration not stated)	0.0	-3	-2	0.1
CCOC(=O)c1c(-c2ccc(F)cc2)csc1NC(=O)CN1CCN(CC)CC1	0.2	63*	9	-0.6
O=C1NC(c2ccc(F)cc2)C(C(=O)c2cccs2)=C1O (configuration not stated)	0.3	21	-4	2.0
c1cncc(-c2csc(NCc3ccco3)n2)c1	0.0	1	-37	-0.4
CCNC(=S)N1CCC(c2nc(-c3ccc(C)cc3)no2)CC1	0.0	1	13	-0.3
O=[N+]([O-])c1ccc(CSc2nnc3c(n2)[nH]c2ccccc23)cc1	0.0	-7	2	-0.2
Cc1ccc2c(c1)N(CC(=O)NCc1ccco1)C(=O)C(C(C)C)O2 (configuration not stated)	-0.1	-156	-1	-0.2
CC(C)C(Sc1ccc2c(c1)OCCO2)C(=O)NC(N)=O (configuration not stated)	0.0	-7	-5	1.0
O=C(Oc1ccc(Br)cc1C1NC(=O)c2c(sc3c2CCCC3)N1)c1ccccc1 (configuration not stated)	-0.1	-11	-16	0.4
Cc1nc2c(-c3ccccc3)c(C)nn2c(N2CCN(c3ncccn3)CC2)c1C	0.1	6	5	0.9
CC(=O)c1cccc(NC(=O)CC2S/C(=N\N=C3/C=C(C)CC(C)(C)C3)NC2=O)c1 (configuration not stated)	0.5	19	3	1.3
CCOc1ccc(NS(=O)(=O)c2ccc3[nH]c(=O)c(=O)[nH]c3c2)cc1	0.0	1	0	-0.6
O=C(Cn1cnc2ccccc2c1=O)Nc1ccc(Br)cn1	0.0	8	-3	-0.6
O=C(CCC(=O)OCc1ccc([N+](=O)[O-])cc1)OCc1ccc([N+](=O)[O-])cc1	0.5	-2	-7	5.5*
CCOC(=O)CSC1=NC(=O)CS1	0.0	11	23	0.9
CCN1C(=O)C2(C(C#N)=C(N)Oc3n[nH]c(C(C)C)c32)c2ccccc21 (configuration not stated)	0.0	9	9	0.2
O=C(CC1(O)C(=O)Nc2ccc(Br)cc21)c1ccc2c(c1)CCCC2 (configuration not stated)	0.0	13	3	0.2
Cc1cc(C(=O)NCCc2ccc(S(N)(=O)=O)cc2)cs1	0.0	-5	-6	1.1
Cn1c(=O)c2cc(S(=O)(=O)Nc3ccc(Br)cc3)ccc2n(C)c1=O	-0.1	7	12	0.5
Cc1cccc(C)c1NC(=O)CCCCCN1C(=O)c2cccc([N+](=O)[O-])c2C1=O	-0.1	-2	0	0.2
CCOc1cccc(C2C(C(=O)O)c3cc(OC)c(OC)cc3C(=O)N2C)c1O (configuration not stated)	0.0	-5	-8	-0.3
COc1cc2c(cc1OC)CN(S(=O)(=O)CCNC(=O)CCCc1ccccc1)CC2	0.0	7	9	1.0
COC(=O)C1(c2ccccc2)NC(c2cccs2)C2C(=O)N(C)C(=O)C21 (configuration not stated)	-0.1	-3	16	4.1
C/C(CC(=O)Nc1ccc2c(c1)OCCO2)=N\NC(=O)OC(C)(C)C	0.0	6	-46	2.2
CCCNC(=O)CCCCn1c(=O)c2ccccc2n(CC(=O)Nc2cccc(OC)c2)c1=O	-0.2	6	9	-0.9

Source: PubChem BioAssay
